hcGAS lum: human cGAS inhibition; actives 0.081% (n = 290,000); inhibition, % at 12.5 µM; recombinant h-cGAS, ATP depletion, Kinase-Glo luminescence; Q8N884;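 also: 0% = vehicle reaction and 100% = reaction without DNA for no activity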
Target sequence (Q8N884 whole entry, looked up): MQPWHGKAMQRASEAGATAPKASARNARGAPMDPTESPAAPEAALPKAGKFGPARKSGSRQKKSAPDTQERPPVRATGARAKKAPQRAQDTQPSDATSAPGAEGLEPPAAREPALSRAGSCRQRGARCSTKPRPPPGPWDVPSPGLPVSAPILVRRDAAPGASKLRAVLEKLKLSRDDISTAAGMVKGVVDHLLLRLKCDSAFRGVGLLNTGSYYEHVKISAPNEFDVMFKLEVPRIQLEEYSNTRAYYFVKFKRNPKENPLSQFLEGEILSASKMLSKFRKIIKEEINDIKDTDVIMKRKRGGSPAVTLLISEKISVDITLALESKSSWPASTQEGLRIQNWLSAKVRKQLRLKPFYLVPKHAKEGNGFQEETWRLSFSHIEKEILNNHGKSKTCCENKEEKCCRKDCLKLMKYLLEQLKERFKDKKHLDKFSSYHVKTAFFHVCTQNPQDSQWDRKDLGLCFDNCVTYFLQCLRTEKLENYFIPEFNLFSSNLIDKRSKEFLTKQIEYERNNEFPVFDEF
NPYLR7 agonist: mosquito NPYLR7 agonism | HEK293T NPYLR7/Galpha15, GCaMP6s calcium fluorescence | activation, % at 10 µM | actives 0.15% (n = 270,000) | AID 1259423; in the data active = activation above about 40%;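 also: 0% = vehicle and 100% = reference agonist at the receptor; some compounds past the cut are filed as inactive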
mcGAS inh: mouse cGAS inhibition by luminescence. Q8C6L5. recombinant cGAS, Kinase-Glo ATP depletion luminescence. inhibition, % at 12.5 µM. actives 0.15% (n = 160,000). AID 1259399;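 also: 0% = negative control wells and 100% = reference inhibitor with no enzyme activity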
Active calls of the source: *; nt = not tested or not shown; & = joins results of further samples. Rule as the data show it, unless noted: active = inhibition above about 40%; inactive = the rest.

A first look:
| Structure | NPYLR7 agonist | mcGAS inh | hcGAS lum |
| --- | --- | --- | --- |
| COc1ccc(C(=O)N2CCC(n3nccc3NC(=O)C3CC3)CC2)c(OC)c1OC | 0 | nt | -9 |
| c1ccc(CNc2ncc(CN3CCC4(CCOCC4)CC3)cn2)cc1 | -2 | nt | -6 |

The list itself (from the top)
| Structure | NPYLR7 agonist | mcGAS inh | hcGAS lum |
| --- | --- | --- | --- |
| COc1ccc(C(=O)N2CCC(n3nccc3NC(=O)C3CC3)CC2)c(OC)c1OC | 0 | nt | -9 |
| c1ccc(CNc2ncc(CN3CCC4(CCOCC4)CC3)cn2)cc1 | -2 | nt | -6 |
| COc1ccc(OC)c(NC(=O)C2CC=CCC2C(=O)N2CCc3c([nH]c4ccccc34)C2)c1 (centres undefined) | -11 | -4 | -9 |
| CCn1ccnc1CN(C)C(=O)c1ccc2nc(-c3cccc(OC)c3)oc2c1 | 2 | nt | -8 |
| CN(C)c1ccc(-n2c(C3(c4ccc(Cl)cc4)CCC3)n[nH]c2=S)cc1 | -6 | -3 | -3 |
| Cc1ccccc1Cn1c(=O)c2c(nc3n(CCCn4ccnc4)c(C)cn23)n(C)c1=O | 9 | -6 | -1 |
| O=C(CSc1nnc2n1CCCCC2)N1N=C(c2cccs2)CC1c1ccco1 (centres undefined) | -2 | nt | 0 |
| COc1ccc(-c2csc(=Nc3cccc(OC)c3)n2-c2ccccc2Oc2ccccc2)cc1 | -9 | 0 | -2 |
| CCCCC(=O)Nn1cnc2c(cnn2C(C)(C)C)c1=O | -1 | nt | -15 |
| Cc1cccc(CSc2nc(Oc3ccc([N+](=O)[O-])cc3)cc(C(F)(F)F)n2)c1 | 1 | -5 | -5 |
| CCN(CC)CC(O)Cn1c(C)c(C)c2ccccc21 (centres undefined) | 5 | nt | -1 |
| Cc1cc(CN2CCC3(CC2)CC(O)CCO3)n(C)n1 (centres undefined) | nt | -5 | -8 |
| CCOC(=O)C1CCN(Cn2nc(-c3ccccc3C)oc2=S)CC1 | 4 | nt | 1 |
| c1ccc(C2SC3CCCCC3S2)cc1 (centres undefined) | -8 | nt | -4 |
| CCOc1ccccc1N1C(=O)CSC1c1ccc(NC(=O)C2CCC2)cc1 (centres undefined) | -3 | -6 | -5 |
| Cc1ccc(-c2ccc(-n3ccnc3C)nn2)c(-n2nc(C)cc2C)c1 | -4 | -3 | 36 |
| CCCCCC(=O)N(CC(=O)N(CCCOC)Cc1cccn1Cc1cccc(C(F)(F)F)c1)Cc1ccccc1 | nt | -5 | -1 |
| Cc1ccccc1CN1CCC(CNC(=O)CN2CCCC2=O)C1 (centres undefined) | 22 | -10 | -5 |
| CCOc1cc2c(cc1OCC)CN(C(=O)COc1cccc(C)c1)CC2 | 6 | -1 | 5 |
| O=C(NN=Cc1ccc(OC(=O)c2ccccc2)cc1)c1cccnc1 | 3 | -4 | 2 |
| CN(C)CCNc1nc(Nc2ccc(Cl)cc2)c2nccnc2n1 | -3 | nt | 8 |
| CC(C)(C(=O)Nc1ccc(CN2C(=O)CCC2=O)cc1)c1ccccc1 | -4 | nt | -8 |
| O=C(Nc1sc2c(c1C(=O)N1CCOCC1)CCCC2)c1ccccc1F | 4 | -5 | -3 |
| COc1ccc(NS(=O)(=O)c2ccc3c(c2)NC(=O)CC(=O)N3)cc1 | 15 | -3 | -21 |
| O=C(O)CC1CCS(=O)(=O)C1 (centres undefined) | 2 | nt | -5 |
| C=CC[C@@H]1CC=C[C@@H](C)N1C(=O)c1cnc2sc(C)c(C)n2c1=O | 19 | nt | -4 |
| NC(=O)c1c(NC(=O)Cn2cc(C(F)(F)F)cc(Cl)c2=O)sc2c1CCC2 | 7 | nt | -7 |
| COc1c(Br)cc(Br)cc1CNC(C)C(C)C (centres undefined) | 4 | -5 | -3 |
| Cc1cc(C2CCCN2C(=O)c2cccc(NC(=O)C3CC3C)c2)no1 (centres undefined) | 6 | -7 | -10 |
| COc1ccc(-c2noc(-c3ccc(N(C)CCc4cn[nH]c4)nc3)n2)cc1 | 14 | -16 | -4 |
| Cc1ccc2oc(-c3cccc(NC(=O)c4ccc(Cl)c([N+](=O)[O-])c4)c3)nc2c1 | 12 | -6 | 1 |
| O=C(c1ccc2oc(CCCc3ccccc3)nc2c1)N1CCCCO1 | 3 | nt | -7 |
| CC(C)CCC(C)NC(=O)Cn1c2ccccc2c(=O)c2ccccc21 (centres undefined) | 7 | -9 | -5 |
| CCOC(=O)c1cc(-c2ccc(N3CCN(C(=O)c4oc5ccccc5c4C)CC3)cc2)n(-c2ccccc2C)n1 | 21 | -3 | -2 |
| COc1cc(C)ccc1-c1c(-c2ccccc2)ncn1CCNC(=O)C(C)C | -3 | -14 | -3 |
| Oc1cccc(Nc2nccc3[nH]c(-c4cccc(F)c4)cc23)c1 | -6 | -1 | 6 |
| N#Cc1cccc(OS(=O)(=O)c2cc(Cl)sc2Cl)c1 | 0 | -18 | -11 |
| CC(C)N(Cc1ccc(OS(=O)(=O)c2ccc(F)cc2)cc1)C(=O)Nc1ccc(F)c(Cl)c1 | 7 | -3 | -4 |
| Cc1nsc(NC(=O)N2CCN(C3CCCC3)C(=O)C2)n1 | 1 | nt | -6 |
| CCOC(=O)CSc1nnc(-c2ccncc2)n1-c1ccc(OC)cc1 | -4 | -5 | -2 |
| CCOc1cc([N+](=O)[O-])cc(/C=N\Nc2nc(Nc3ccccc3)nc(N3CCOCC3)n2)c1O | -9 | -2 | -1 |
| Clc1ccc(C2=C3CCCCn4c(-c5ccccc5)c[n+](c43)C2)cc1 | -3 | nt | -2 |
| CC1=C(C#N)C(=O)N(CCO)C(=O)C1CN1CCCCC1 (centres undefined) | 8 | nt | -8 |
| CCCN(CCC)C(=O)c1nc(-c2ccoc2)n(-c2ccc(C)cc2)n1 | nt | -6 | -4 |
| CCCNC(=O)c1csc(CN(CCC)C(=O)Nc2ccc(OC)cc2)n1 | 18 | -5 | -9 |
| CCCc1cc(C(=O)N2CC(c3ccncc3)C2)ccn1 | -4 | nt | -4 |
| COc1ccc(OCc2nc(C(=O)NCc3ccc(F)cc3)cs2)cc1 | 28 | -4 | -1 |
| CC1Cc2cc(CNC(=O)c3ccc(=O)n(C)c3)ccc2O1 (centres undefined) | nt | -11 | -1 |
| CCN1CCc2c(c(CN(C(=O)C(C)C)C3CC3)nn2-c2ccc(C)cc2)C1 | nt | 0 | 0 |
| O=C(NCCc1cccc(Cl)c1)c1ccc(-c2ccc(C3CCCCC3)cc2)s1 | -1 | 0 | 5 |
| COc1ccccc1-c1nccnc1NCC(C)C | -9 | 1 | -1 |
| C=CCn1c(SCc2ccc(C(=O)N3CCOCC3)cc2)nnc1-c1ccc([N+](=O)[O-])cc1 | 26 | -8 | -1 |
| NC(=O)c1ccccc1NC(=O)Cn1ncccc1=O | -1 | nt | -5 |
| COCCCN=C(NC(=O)c1ccc2c(c1)OCO2)OCCOC | -5 | -5 | -8 |
| O=c1cc(CN2CCN(S(=O)(=O)c3c(F)c(Br)cc(F)c3Br)CC2)occ1OCc1cccc(F)c1 | 21 | -3 | -4 |
| COc1ccc(-n2c(=O)c3c4c(sc3n3c(=S)[nH]nc23)CCCCC4)cc1 | 0 | -6 | -3 |
| CSCc1nc2sc(C(=O)OCC(=O)N3CCCc4ccccc43)c(C)c2c(=O)[nH]1 | -2 | -2 | -1 |
| O=C(NCc1ccccc1)c1coc(CN(Cc2ccccc2)Cc2cccc(Cl)c2Cl)n1 | 12 | -5 | -1 |
| Cc1c(C(=O)NCc2ccco2)c(CC(C)C)nn1-c1cccc(F)c1 | nt | -10 | -4 |
| O=C(C1CCN(S(=O)(=O)c2ccc(Cl)cc2)CC1)N1CCOCC1 | -8 | -5 | -3 |

Continuation:
| Structure | NPYLR7 agonist | mcGAS inh | hcGAS lum |
| --- | --- | --- | --- |
| CCOc1ccc(S(=O)(=O)N2CCCCC2)cc1NC(=O)CCc1ccco1 | 6 | nt | -6 |
| CN1CCN(c2ccc(-c3nc(Cc4ccccc4)no3)cn2)CC1=O | 9 | nt | -7 |
| O=C(c1ccc2ncccc2c1)N1CCOc2ccc(CN3CCc4ccccc4C3)cc2C1 | 17 | -13 | -8 |
| CC(C)(C)c1cc2nc(-c3ccccc3Cl)cc(C(=O)N3CCN(c4ccc([N+](=O)[O-])cc4)CC3)n2n1 | 6&18 | -8&-5 | -4&-5 |
| O=C(CNCc1ccco1)N1CC(=O)N(c2ccc(Cl)cc2)C1 | 6 | -1 | -1 |
| Cn1cccc1-c1cc(C(=O)NCc2cccnc2Oc2ccccc2)[nH]n1 | -2 | nt | -1 |
| Cc1cccc2c(N=NC(=O)c3ccccn3)c(O)[nH]c12 | 20 | -5 | -1 |
| CN1C(=O)C2(N=C(N)NC(Nc3ccccc3)=N2)c2ccccc21 (centres undefined) | -1 | -6 | -20 |
| O=C(c1cccnc1)N1CCN(S(=O)(=O)c2ccc(F)cc2)CC1 | -3 | nt | 2 |
| Oc1ccc(C(O)CNc2nccc(CCC(F)(F)F)n2)cc1 (centres undefined) | 2 | nt | -7 |
| Cc1sc2nc(-c3cccs3)nc(NCCCNC(C)(C)C)c2c1C | 0 | -6 | -1 |
| CC(C)CCN1CCC(Oc2nccnc2N(C)C)C1 (centres undefined) | nt | -1 | -5 |
| Clc1ccc2c(NC3(c4ccccc4)CCC3)ncnc2c1 | -3 | -16 | -7 |
| COc1ccccc1Oc1cc(N2CCCCCC2)ncn1 | nt | 1 | 6 |
| COc1cc(-c2nc3ccc(Br)cn3c2NC2CCCCC2)ccc1OC(=O)c1ccccc1OC | 13 | -8 | -11 |
| O=C(CCc1ncc(-c2c(F)cccc2F)o1)NCCCN1CCOCC1 | 9 | nt | -1 |
| O=C(c1cc(COc2ccc3c(c2)CCCC3)on1)N1C[C@H]2CC[C@H]1C2 | 2 | nt | 4 |
| Cc1cc(OCC(=O)n2ncc(C#N)c2N)c(C(C)C)cc1Cl | 14 | -12 | -4 |
| CC(C)CNCc1cccc(OS(=O)(=O)c2ccc(F)cc2)c1 | 4 | -4 | 0 |
| Cc1ccc(C(O)=C2C(=O)C(=O)N(CCCN(C)C)C2c2ccccc2)cc1 (centres undefined) | 14 | nt | -3 |
| CCC(C)N(Cc1cc(NS(=O)(=O)c2ccc(OC)cc2)ccc1N(C)C)C(=O)COC (centres undefined) | 1 | -8 | -5 |
| CCCCc1ccc(CC(=O)NCCN2CCCN(C)CC2)cc1 | 2 | nt | -9 |
| C1=CC2CC1C1C2C1(c1ccccc1)c1ccccc1 (centres undefined) | 3 | nt | -6 |
| CC(C)(O)C#Cc1ccc(C(=O)N2[C@@H]3CC[C@H]2CNC(=O)C3)cc1 | 3 | -17 | -3 |
| CCOc1ccccc1-c1nc(COC(=O)c2nnn(-c3ccc(OC)c(Cl)c3)c2C)c(C)o1 | 7 | -7 | -6 |
| CC(c1ccccc1)N1CCN(C(=O)CCC2CCCC2)CC1 (centres undefined) | -3 | 1 | 2 |
| Cc1cnn(CC(=O)N2CCC(C3CCN(S(C)(=O)=O)CC3)C2)c1 (centres undefined) | nt | -7 | -15 |
| c1cncc(CN(Cc2nc3c(s2)CCCC3)CC2CCCN(C3CCCCC3)C2)c1 (centres undefined) | 5 | nt | -5 |
| CN(C)CC1(O)CCCN(C(=O)c2cccc3cc[nH]c23)C1 (centres undefined) | 0 | -17 | -3 |
| COc1ccc(NC(=O)C2CCN(C(=O)[C@@H]3CCCN3C(=O)c3cc(C(C)(C)C)oc3C)CC2)cc1 | 6 | -4 | 0 |

Part of the list above in order of number of heavy atoms, lowest first.
| Structure | NPYLR7 agonist | mcGAS inh | hcGAS lum |
| --- | --- | --- | --- |
| C1=CC2CC1C1C2C1(c1ccccc1)c1ccccc1 (centres undefined) | 3 | nt | -6 |
| Cc1cccc2c(N=NC(=O)c3ccccn3)c(O)[nH]c12 | 20 | -5 | -1 |
| CN1C(=O)C2(N=C(N)NC(Nc3ccccc3)=N2)c2ccccc21 (centres undefined) | -1 | -6 | -20 |

Further compounds.
| Structure | NPYLR7 agonist | mcGAS inh | hcGAS lum |
| --- | --- | --- | --- |
| O=C1CSC(c2ccco2)N1Cc1ccccc1 (centres undefined) | -8 | -6 | 12 |
| COc1ccc(C(=O)N/N=c2\oc3ccccc3cc2-c2nc3ccccc3[nH]2)cc1 | -6 | nt | -1 |
| Cn1cc(C2=C(c3ccc(Cl)cc3Cl)C(=O)NC2=O)c2ccccc21 | 4 | -4 | -8 |
| O=C(CCn1c(=O)[nH]c2ccccc21)N1C[C@@H]2[C@@H]3CC[C@@H](C3)[C@@H]2C1 | 12 | -14 | -7 |
| COc1ccccc1-c1nc2ccc(C)cn2c1NC(=O)C(C)(C)C | -3 | -7 | -7 |
| COc1ccc(CC(=O)N(CC(=O)Nc2cc(-c3ccccc3)nn2-c2ccc(F)cc2)Cc2ccco2)cc1 | -2 | -4 | -7 |
| CCc1cccc2c(C(CC(=O)NC3CCCCC3)c3cccc(F)c3)c[nH]c12 (centres undefined) | nt | -1 | -2 |
| Cc1nc2sccn2c1-c1nnc(SCC(=O)N2CCCc3ccccc32)n1C | -7 | -7 | -3 |
| COc1ccc(Oc2cc(C)nc(SCc3cccc([N+](=O)[O-])c3)n2)cc1 | -9 | -4 | -4 |
| CC(C)(C)n1ncc(Oc2ccc(CO/N=C(/C#N)c3ccccc3)cc2)c(Cl)c1=O | 9 | nt | -4 |
| CCCSC(N)=NN=Cc1cc(C)cc(C=NN=C(N)SCCC)c1O | 4 | nt | -6 |
| Cc1nn(C)c(C)c1C(=O)NC1CCN(C(=O)c2ccccc2)CC1 | 0 | nt | -7 |
| Cc1ccsc1CN(C)C(=O)c1cc(Cn2ccnc2C(C)C)[nH]n1 | 0 | 0 | -1 |
| Cc1c(C(=O)N2CCN(C(c3ccccc3)c3ccc(F)cc3)CC2)oc2ccccc12 (centres undefined) | 23 | -8 | -9 |
| CC(NC(=O)NC1CCN(C)CC1)c1nc(C(C)(C)C)cs1 (centres undefined) | -7 | -4 | 1 |
| CCC(=O)Nc1c(-c2ccc(Cl)cc2)nc2cc(C)ccn12 | -4 | -6 | -5 |
